# From PubChem
# TIM10 inh: TIM10 yeast growth inhibition. AID 463195. 330,000 tested, 1.4% active. inhibition, % at 10 µM. S. cerevisiae TIM10 strain growth, BacTiter-Glo luminescence, 24 h;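 active = inhibition of 40% or more at the single tested concentration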;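 also: wild-type TIM10 isogenic control strain grown at permissive 25 °C; 0% = DMSO yeast wells and 100% = minimal medium wells without yeast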
# beta cell repl: inducers of beta-cell replication in MIN6 cells. MIN6 cells proliferation, ATPlite luminescence, 48 h; cells starved in 0.2% serum; 100% = growth in 10% serum. proliferation, % at 10 µM. 330,000 tested, 0.29% active. AID 2380;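 active = compounds whose signal lies at least 3.5 SD above the mean of all wells on their plate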;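 also: 0% = DMSO-treated cells in low-serum medium and 100% = 10% serum control; some compounds called inactive have numbers as strong as hits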
# tim23-1 inh: growth inhibitors of tim23-1 mutant yeast. 330,000 tested, 1.3% active. inhibition, % at 20 µM. S. cerevisiae tim23-1 growth, BacTiter-Glo luminescence, 24 h. AID 463212;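 active = growth inhibition of the mutant yeast at or above 50%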;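 also: temperature-sensitive mutant grown at 25 °C; plate controls were DMSO-treated mutant yeast for no effect and medium wells lacking yeast for full effect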
# APJ antag: antagonists of human APJ apelin receptor; P35414; CHO-K1 APJ beta-arrestin complementation, luminescence; inhibition, % at 20 µM; 330,000 tested, 0.32% active;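 active = inhibition above about 40% at 20 µM, limit read from the data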;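 also: cells challenged with 10 nM apelin-13 agonist together with compound; plate controls were apelin-13 plus DMSO wells for no effect and DMSO wells lacking apelin-13 for full effect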
# Target sequence (P35414 whole entry, looked up): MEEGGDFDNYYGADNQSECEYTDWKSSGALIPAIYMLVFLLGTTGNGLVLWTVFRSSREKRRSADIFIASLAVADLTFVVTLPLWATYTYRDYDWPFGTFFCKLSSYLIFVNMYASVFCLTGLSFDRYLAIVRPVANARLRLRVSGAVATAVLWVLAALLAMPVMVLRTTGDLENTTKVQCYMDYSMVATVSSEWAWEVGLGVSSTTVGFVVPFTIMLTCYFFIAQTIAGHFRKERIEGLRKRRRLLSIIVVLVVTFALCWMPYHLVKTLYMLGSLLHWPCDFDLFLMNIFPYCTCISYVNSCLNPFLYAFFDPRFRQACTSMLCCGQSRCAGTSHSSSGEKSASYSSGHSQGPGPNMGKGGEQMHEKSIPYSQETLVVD
# NALP3 yeast inh: inhibitors of NALP3 inflammasome in yeast. AID 2825. 330,000 tested, 0.39% active. Yeast reconstituted NLRP3/ASC/caspase-1, beta-gal luminescence, 24 h. inhibition, % at 10 µM;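 active = inhibition of 50% or more; inactive = inhibition below 50%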;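 also: plate controls were induced DMSO wells for no effect and uninduced yeast grown without galactose for full effect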
# GRIN3A LBD mod: modulators (binders) of human NR3A ligand-binding domain | AID 1259313 | 340,000 tested, 2.5% active | NR3A LBD differential scanning fluorimetry, Tm shift; 0% = protein alone, 100% = glycine-bound protein | Tm shift relative to glycine control, % at 25 µM;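 active = melting temperature shift of at least 10% of the positive control shift, at one fixed dose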
# MPTP inh: blocks calcium-induced mitochondrial swelling. isolated mouse mitochondria, Ca2+ swelling absorbance, 30 min. inhibition, % at 10 µM. 360,000 tested, 1.4% active. AID 602449;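 active = inhibition of 50% or more, scaled per plate between neutral and stimulator controls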;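 also: 0% = DMSO wells given calcium and 100% = 1 mM EGTA wells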
# tim10-1 inh: inhibits growth of tim10-1 mutant yeast; inhibition, % at 20 µM; 330,000 tested, 2.2% active; AID 463190; S. cerevisiae tim10-1 ts strain growth, BacTiter-Glo, 24 h;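 active = inhibition of at least 40%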;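 also: mutant grown at 25 °C; 0% = DMSO wells with yeast and 100% = wells holding no yeast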
# APJ ag: activates the human apelin receptor APJ; P35414; CHO-K1 APJ PathHunter beta-arrestin, luminescence; 0% DMSO wells, 100% apelin; activation, % at 20 µM; 330,000 tested, 0.11% active; AID 2520;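 active = activation more than six SD over the plate average, tested at 20 µM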;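 also: 0% = DMSO alone and 100% = apelin-13 at 10 nM; some results filed as inactive read as strong as hits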
#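 Assay system: CHO-K1 cells stably expressing ProLink-tagged human APJ and arrestin–beta-gal acceptor. Compound dosing: 20 µM single point, 1% DMSO. Times: 16-18 h seeding, 90 min dark compound exposure, 60 min detection. Detection: beta-gal luminescence. Evaluation: APJ–arrestin association signal. Controls: negative DMSO alone, positive Apelin-13 at 10 nM.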
# Active calls of the source: *; nt = no result given. Rows were taken by chance; 7.2% or so of the library scored in one or more.
SMILES,TIM10 inh,beta cell repl,tim23-1 inh,APJ antag,NALP3 yeast inh,GRIN3A LBD mod,MPTP inh,tim10-1 inh,APJ ag
CCOC(=O)c1c(C)oc2ccc(OCC(=O)C(C)(C)C)cc12,29.2,3.6,7.4,4.2,2.4,1.5,1.7,30.8,-5.8
Cc1ccc(NC(=O)c2sc3ncn(CC(=O)N4CCN(c5ccccn5)CC4)c(=O)c3c2C)cc1Cl,2.1,0.9,3.7,-9.1,1.1,13.9*,-0.6,-12.3,-1.0
CCOC(=O)CC1=C(C(=O)OCC)C(c2ccc(OC)c(OC)c2)C(C#N)=C(N)O1 (centres undefined),15.8,4.0,16.7,-7.8,24.6,-2.6,1.7,32.7,-2.2
COc1ccc(NC(=O)Nc2ccc(C)cc2OC(F)F)cc1OC,18.6,-0.2,7.5,0.5,8.6,-3.6,52.3*,7.8,0.6
CC(Cc1ccccn1)NC(=O)c1ccc(OC2CCN(CCc3ccccc3)CC2)cc1 (centres undefined),5.0,-6.7,-9.8,15.7,17.2,0.7,-0.7,-5.1,8.3
Cc1ccc(S(=O)(=O)Nc2ncnc3sc(C)c(C)c23)cc1,9.4,-3.5,31.5,12.4,-0.9,0.4,-1.2,11.6,-3.1
COc1cccc(N2CCN(Cc3ccsc3)CC2)c1,-5.9,-0.1,20.2,-5.4,11.0,-0.1,-0.7,0.1,-0.1
O=C(NCCCN1CCOCC1)c1cc(-c2ccc(Cl)s2)nc2ccccc12,4.0,-3.2,17.0,-16.7,16.2,-3.2,3.5,11.9,-1.7
CCC1CCc2c(sc(NC(=O)C3c4ccccc4Oc4ccccc43)c2C(N)=O)C1 (centres undefined),3.1,0.3,4.6,-12.3,-3.8,16.8*,18.2,25.2,-2.2
CN(NC(=O)c1ccccc1F)c1ncccc1[N+](=O)[O-],4.0,2.6,2.5,6.1,8.7,-1.8,1.3,-0.3,-2.1
COc1cc(OC)cc(C(=O)N[C@H](C(=O)OCC(=O)Nc2ccc(C(N)=O)cc2)C(C)C)c1,15.5,-3.5,3.0,12.9,8.3,-4.0,0.4,-3.1,-0.1
CN(Cc1ccccc1)C(=O)COc1ccccc1,1.6,1.5,4.1,-2.5,21.2,-1.2,-0.1,15.4,-2.4
Cc1nc(N/N=C\c2ccc3c(c2)OCO3)sc1C,5.8,-2.1,24.9,-18.2,23.6,-1.2,0.4,0.2,4.4
NC(N)=NC(N)=Nc1ccccc1,2.6,3.0,-6.3,8.5,8.6,1.1,0.6,-13.6,-1.1
CCN1C(=O)/C(=C/c2cccs2)S/C1=N\S(=O)(=O)c1ccc(C)cc1,-17.9,0.0,14.8,-7.0,11.6,0.4,25.9,15.7,0.5
Cn1c(=O)c2c(SC3CCCC3)nc(C3CC3)nc2n(C)c1=O,-10.3,-6.1,0.0,12.9,9.0,2.7,23.8,-9.4,-3.0
O=C(CSc1nnc2ccc(-c3cccnc3)nn12)Nc1cccc(F)c1,3.7,-5.2,22.5,-67.5,13.5,1.7,-0.4,11.9,9.9
c1ccc2c(c1)nc(N1CCCCC1)c1ccccc12,14.2,-1.7,22.0,2.9,12.9,2.1,-1.4,12.6,-5.2
Cc1ccc(CC(=O)N2CCC(c3nc4c(nnn4Cc4ccccc4)c(=O)[nH]3)CC2)cc1,-0.5,0.1,21.4,20.8,19.8,-3.9,-1.6,9.5,-3.3
COc1ccc(-n2nc3c(c2NC(=O)CBr)CSC3)cc1,4.8,-1.2,11.8,-33.3,2.9,6.1,1.3,6.8,0.9
O=C(N/N=C/c1ccccc1C(F)(F)F)c1ccc(O)cc1,6.3,-3.6,12.4,-13.9,14.6,-22.6,-0.7,-10.1,-3.1
CCOc1ccccc1N1CC(C(=O)N(C)Cc2cccnc2)CC1=O (centres undefined),-4.9,0.6,3.0,4.1,18.6,0.8,-0.1,7.0,-2.7
CC1CCc2cc(F)ccc2N1C(=O)C12CCC(C)(C(=O)O1)C2(C)C (centres undefined),8.0,-2.8,27.7,3.2,-0.4,0.7,-0.8,23.6,-2.0
COc1ccc(OC)c(-c2cc(C(=O)Nc3c(C)nn(Cc4ccccc4Cl)c3C)no2)c1,33.3,-3.8,19.3,-9.5,5.2,1.4,-1.5,24.9,-1.5
COc1cc(CCN2C(=O)c3cccc4cccc(c34)C2=O)c(S(=O)(=O)NCCO)cc1OC,21.4,-0.8,13.8,-8.1,3.9,9.6,0.1,21.0,-0.3
# Additional results
SMILES,TIM10 inh,beta cell repl,tim23-1 inh,APJ antag,NALP3 yeast inh,GRIN3A LBD mod,MPTP inh,tim10-1 inh,APJ ag
Cc1ccc(-n2ncc(Cl)c2C(=O)NC2CC2)cc1,10.9,0.1,4.0,13.0,15.2,-1.3,3.7,21.9,-2.0
Cc1ccccc1Nc1nc(N)nc(COC(=O)c2c(C)noc2C)n1,3.8,-3.4,20.2,-0.6,7.8,-0.5,0.8,14.3,1.0
CN1CCN(CCC(=O)N/N=C/c2cc([N+](=O)[O-])ccc2O)CC1,10.6,0.3,-3.5,3.7,21.7,2.4,5.7,3.5,0.8
Cn1cc(CC(=O)NCCCN2CCCC2=O)c2ccccc21,-3.1,-0.1,4.5,11.5,15.8,2.9,-1.7,-1.8,-2.8
CCC(C)(C)NC(=O)C(c1ccccc1)N(Cc1cccnc1)C(=O)c1csnn1 (centres undefined),15.3,-1.3,10.9,10.5,2.7,-0.3,-0.6,10.7,-4.9
COCCNC(=O)c1ccc2c(c1)nc(C)n2-c1cccc(F)c1,-0.2,0.0,0.7,-9.6,4.3,-1.1,-0.5,2.0,0.7
O=C(c1ccco1)N1CCN(c2ncccn2)CC1,-1.3,-4.1,25.6,13.4,3.4,-1.0,-0.1,3.1,0.7
CCCn1cc(S(=O)(=O)CC(=O)Nc2ccc(OC)cc2OC)c2ccccc21,9.2,-0.3,3.3,-29.3,15.8,-2.8,-0.6,2.7,3.7
Cc1cc(C)c2sc(N(CCCN(C)C)C(=O)c3ccc(S(=O)(=O)N4CCc5ccccc5C4)cc3)nc2c1,3.4,-7.5,1.3,-9.3,13.6,nt,71.7*,2.9,66.0*
CCCCN(C)Cc1c(C)[nH]c2ccccc2c1=O,-6.1,-0.3,7.0,9.8,24.8,1.7,-1.0,-0.9,0.3
CC1=Nc2cc(C(=O)O)ccc2Sc2ccc(Br)cc21,6.8,-1.6,16.6,-39.2,27.7,-0.5,-0.4,-1.3,-3.2
CC(C)c1cc(C(N)=O)c(NC(=O)C2CCC2)s1,-8.5,0.1,28.9,-16.3,12.5,-1.6,-2.7,22.2,-3.1
CCCCCCCC(=O)Nc1cc(C(=O)NCCC)ccc1N1CCC2(CC1)CC(c1ccccc1)=NO2,19.4,-6.7,16.7,-7.4,-7.2,-2.9,2.2,9.2,5.4
CCOc1ccc(C2/C(=C(\O)c3ccc(OC)c(OC)c3)C(=O)C(=O)N2c2cc(C)on2)cc1OC (centres undefined),-6.6,-0.3,2.5,10.7,5.8,0.1,4.1,-6.1,-3.3
CCOCCN1CCN(C(=O)CN2CCCC2=O)CC1,2.3,-0.1,0.7,0.8,8.2,3.5,-0.3,14.9,-0.1
O=C(NCc1ccc2c(c1)OCO2)c1ccc(S(=O)(=O)C(F)F)cc1,-3.8,-2.4,19.0,3.6,13.3,-1.0,2.3,7.3,-4.4
O=C(Nc1ccc(F)cc1Cl)C1=COCCO1,3.9,0.2,8.0,-2.0,-0.9,nt,-0.1,14.0,3.5
Cc1ccc(NC(=S)N2CCCC(c3ccccc3)=N2)cc1,37.8,1.2,46.7,2.2,18.4,0.6,2.1,31.1,-1.3
N/C(=N\OC(=O)c1ccccc1Cl)c1ccncc1,14.1,-1.9,8.3,-48.8,9.1,-0.9,-1.0,20.7,13.3
Cc1ccccc1C(=O)Nc1nnc(S(=O)(=O)N(C)Cc2ccco2)s1,3.8,-3.1,4.7,-11.5,11.9,-4.1,1.3,10.9,-2.7
CCCS(=O)(=O)N1CCCC(C(=O)NCc2cccnc2)C1 (centres undefined),-2.3,-1.0,9.4,4.1,-7.2,1.1,0.6,5.9,-0.9
CC(NC(=O)CS(=O)(=O)c1ccccc1)c1ccccc1 (centres undefined),-0.7,0.9,-3.7,-3.2,8.5,3.8,0.3,-10.1,-2.6
CC(C)CCn1nnnc1CN1CCN(c2ccccc2)CC1,16.6,-1.0,11.3,-0.7,7.4,-2.0,0.0,7.3,-4.4
O=C(NC1CCCC1)c1ccc(CSCc2ccccc2F)o1,-19.2,-2.9,22.5,-13.7,15.2,-0.5,-0.3,19.1,0.8
COc1ccc2nc(COC(=O)c3cccc([N+](=O)[O-])c3)c(C(C)=O)[n+]([O-])c2c1,-9.5,-2.4,-13.9,0.6,22.1,-1.9,1.3,7.2,-1.5
# Going on with the list:
SMILES,TIM10 inh,beta cell repl,tim23-1 inh,APJ antag,NALP3 yeast inh,GRIN3A LBD mod,MPTP inh,tim10-1 inh,APJ ag
Nc1nc(Cl)c(C=O)c(N2CCCCC2)n1,-0.4,-4.3,18.3,-15.8,4.7,0.2,0.4,-1.8,-1.1
Cc1ccc(NC(=O)CNc2cccc(Br)c2)cc1S(=O)(=O)N1CCOCC1,10.0,-5.3,17.2,3.9,21.8,-1.1,-1.4,20.6,-0.1
COc1cc(C2C(C#N)=C(N)Oc3cc(O)ccc32)cc2c1OCO2 (centres undefined),5.4,-0.2,23.8,-4.6,4.7,-14.7,2.0,20.3,-1.1
Cc1cccc(C)c1OCc1cc(C(=O)N2CCC(C3CCCCC3)C2)no1 (centres undefined),6.4,-6.7,6.0,-32.6,8.7,5.3,1.0,11.2,-1.9
O=C(/C=C/c1ccc(OCCCF)cc1)Nc1ccnc(-c2cccnc2)n1,-22.0,-1.7,-10.4,-15.9,34.8,-3.7,-1.2,-19.9,2.0
Cc1ccc(NC(=O)CN2CCN(Cc3ccccc3)CC2)c(Br)c1,3.2,-3.6,12.0,-12.9,21.6,-2.2,0.7,-11.8,4.0
COc1ccccc1NC(=O)C(=O)N/N=C(\C)CC(=O)Nc1ccccc1C(F)(F)F,7.6,-0.4,21.1,1.5,0.0,0.5,-0.9,-1.6,-4.5
O=C(CN1C(=O)NC2(CCCC2)C1=O)N1CCN(S(=O)(=O)c2ccc(Cl)c(C(F)(F)F)c2)CC1,5.9,-0.6,22.5,-0.8,19.0,0.9,-0.7,8.5,-0.6
CCOCC(=O)Nc1nnc(C)s1,-12.7,2.0,10.9,-25.4,13.9,2.6,0.8,6.6,5.7
NS(=O)(=O)c1ccc(NC(=S)NCc2ccc(Cl)cc2)cc1,-8.9,-0.8,13.6,11.8,16.7,-5.5,-0.4,3.5,-1.8
CSC(=Nc1ccc(Cl)cc1)N[n+]1ccccc1,13.4,-0.6,0.3,8.3,15.8,8.4,0.7,3.1,-2.0
CN1CCNC(=O)C1CC(=O)NCCC1=CCCCC1 (centres undefined),5.6,-1.6,-5.2,3.7,9.4,-0.6,0.9,1.5,-1.9

# Part of the list above, field by field:
> NS(=O)(=O)c1ccc(NC(=S)NCc2ccc(Cl)cc2)cc1
  TIM10 inh: -8.9 | beta cell repl: -0.8 | tim23-1 inh: 13.6 | APJ antag: 11.8 | NALP3 yeast inh: 16.7 | GRIN3A LBD mod: -5.5 | MPTP inh: -0.4 | tim10-1 inh: 3.5 | APJ ag: -1.8
> Cc1cccc(C)c1OCc1cc(C(=O)N2CCC(C3CCCCC3)C2)no1 (centres undefined)
  TIM10 inh: 6.4 | beta cell repl: -6.7 | tim23-1 inh: 6.0 | APJ antag: -32.6 | NALP3 yeast inh: 8.7 | GRIN3A LBD mod: 5.3 | MPTP inh: 1.0 | tim10-1 inh: 11.2 | APJ ag: -1.9
